BRCA1 expr up – increases BRCA1 expression. MCF7-BRCA1-FFLuc reporter, luminescence, 48 h; response scale: scaled: vehicle 0%, 10 µM genistein 100%. Potency, µM (top dose mostly 46.1 µM), for inactives: top-dose activation, hits mostly activators. 1.1% of 380,000 active. AID 624202; note: potency is the fitted concentration of half-maximal effect; nearly all actives have a fitted effect of over 80% in size; some results filed as inactive show a strong effect at the top dose
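First, MCF7-BRCA1-FFLuc cells (2000/well) attach for 2 h; next, compounds are pin-added and incubated 48 h at 37 °C; finally, luciferase reagent is added and luminescence read after 15 min.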
Gal4-VP16 FLuc – counter-screen for ROR gamma inhibitors: Gal4-VP16 reporter; Drosophila S2 Gal4-VP16 UAS-luciferase, luminescence, 20 h; Potency, µM (highest dose often 53.6 µM), without a hit: top-dose activity, negative = inhibition, actives largely listed as inhibitors; 3.5% of 310,000 active;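 note: Gal4-VP16 expression switched on by copper sulfate through the metallothionein promoter; potency is the fitted concentration of half-maximal effect; % is set by controls: 0 for no effect and ±100 for the full control effect; nearly all actives have a fitted effect of over 50% in size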
NPC1 promoter act – activates the NPC1 promoter | Potency, µM (titrated, usually from 9.22 µM), for the others: top-dose activation, most hits filed as activators | Huh7 NPC1 promoter luciferase reporter, 24 h | AID 485313 | 2.4% of 320,000 active;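 note: potency is the fitted concentration of half-maximal effect; % of control where 0% means no effect; nearly all actives have a fitted effect of over 60% in size; reporter is driven by a mutant NPC1 promoter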
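Huh7 reporter cells (NPC1 promoter driving luciferase) are dosed with compound for 24 h at 37 °C, 5% CO2; luciferase detection reagent is then added and luminescence measured after 10 min at ambient temperature.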
ELG1 genotoxic – genotoxicity induction in ELG1-luciferase HEK293T cells. HEK293T ELG1-luciferase reporter, luminescence, 16 h. Potency, µM (top dose mostly 46 µM), for inactives: at the top dose activity change, positive = activation, usual class: activators. 1.3% of 330,000 active. AID 504466; note: potency is the fitted concentration of half-maximal effect; % of control where 0% means no effect; nearly all actives have a fitted effect of over 60% in size
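Step 1: seed 2,000 HEK293T ELG1-luciferase cells per well. Step 2: add compound or DMSO, incubate 16 hr at 37 °C. Step 3: ONE-Glo, 30 min at room temperature, read luminescence.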
Menin MLL FP TR – displaces Texas Red mutant MLL peptide from human menin; 0.23% of 270,000 active; Potency, µM (top dose mostly 61.6 µM), for the others: at the top dose FP activity change, negative = inhibition, most hits filed as inhibitors; O00255; AID 1768; Menin + Texas Red MLL mutant peptide, fluorescence polarization; active = well fitted inhibition curve with a large enough effect in the polarisation, with a control signal flat, not every such curve was filed as active; inconclusive = small, poorly fitted or top-dose-only effect, or effect the other way, or a change in a side signal; inactive = no such curve, though single readings can be large or run the other way; the % refers to the polarisation; note: potency is the fitted concentration of half-maximal effect; % of control where 0% means no effect; many of its hits are not listed in these tables
Target sequence (O00255 whole entry, looked up): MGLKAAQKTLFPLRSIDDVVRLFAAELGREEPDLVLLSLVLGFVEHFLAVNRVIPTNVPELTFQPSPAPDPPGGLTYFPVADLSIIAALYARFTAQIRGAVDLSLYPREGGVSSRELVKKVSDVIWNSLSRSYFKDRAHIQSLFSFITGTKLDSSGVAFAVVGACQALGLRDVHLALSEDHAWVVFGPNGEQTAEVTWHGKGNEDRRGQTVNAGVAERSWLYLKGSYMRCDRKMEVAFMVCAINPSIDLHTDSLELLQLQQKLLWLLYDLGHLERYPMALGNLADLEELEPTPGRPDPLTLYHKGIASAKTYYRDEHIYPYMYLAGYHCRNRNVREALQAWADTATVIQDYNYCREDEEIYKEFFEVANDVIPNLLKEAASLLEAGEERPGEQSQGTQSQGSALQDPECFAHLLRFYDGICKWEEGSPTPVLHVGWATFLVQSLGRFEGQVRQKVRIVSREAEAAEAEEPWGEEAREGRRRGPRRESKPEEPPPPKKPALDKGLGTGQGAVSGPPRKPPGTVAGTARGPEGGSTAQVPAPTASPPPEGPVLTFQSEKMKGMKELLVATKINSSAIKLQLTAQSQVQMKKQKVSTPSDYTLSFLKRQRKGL
Giardia killer – kills Giardia lamblia. 0.15% of 340,000 active. activity change, % at 7.66 µM, hits read low. Giardia lamblia trophozoite viability; in the data active = activity change below about -80%; inconclusive = between about -30% and that limit;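 note: parasites exposed to compound for two days anaerobically before the ATP read; % is set by controls: 0 for no effect and ±100 for the full control effect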
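Luminescence from cellular ATP indicates surviving trophozoites (100 cells/well) following 48 hrs anaerobic compound treatment at 37 deg C; signal develops 15-30 min at room temperature.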
RORgamma inh – inhibitors of mouse ROR gamma transcriptional activity; P51450; Drosophila S2 Gal4-RORgamma UAS-luciferase reporter, 20 h; Potency, µM (titrated, usually from 53.6 µM), without a hit: top-dose activity change, negative = inhibition, hits mostly inhibitors; 5.4% of 310,000 active; AID 2551; note: potency is the fitted concentration of half-maximal effect; % is set by controls: 0 for no effect and ±100 for the full control effect; nearly all actives have a fitted effect of over 60% in size
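A Gal4/UAS one-hybrid system in insect cells: metallothionein-promoter Gal4–ROR gamma fusion plus Photinus luciferase reporter. Copper sulfate 700 uM final, 20 hr ambient incubation, luminescent detection after 10 min with reagent.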
FLuc modulator – firefly luciferase modulation, counter-screen for miR-21 project; P08659; purified FLuc, Km substrates, luminescence inhibition; Potency, µM (doses to about 57.5 µM), without a hit: top-dose activity change, negative = inhibition, actives largely listed as inhibitors; 6.9% of 360,000 active;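 note: potency is the fitted concentration of half-maximal effect; plate controls were vehicle for no effect and reference inhibitor for full effect; nearly all actives have a fitted effect of over 55% in size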
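Biochemical qHTS of compounds, final roughly 60 µM downward over six points, against 10 nM purified firefly luciferase using Km concentrations of substrates (10 uM D-luciferin, 10 uM ATP) in Tris acetate pH 7.5 buffer; luminescence output.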
p53 reactivation – re-activators of mutant p53; H1299 p53-A138V BP100-luciferase reporter, luminescence, 24 h; Potency, µM (series often up to 92.2 µM), inactives show at the top dose activity change, positive = activation, hits mostly activators; 0.063% of 320,000 active; AID 504706; note: potency is the fitted concentration of half-maximal effect; % of control where 0% means no effect; nearly all actives have a fitted effect of over 45% in size
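p53-null H1299 cells stably carrying temperature-sensitive p53-A138V and a BP100-luciferase reporter were pinned with compounds (4-point, 1:5 series) and held 24 hrs at 37 deg C. Luminescence was read 10 min after detection reagent.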
PKM2 act – PKM2 (human) enzyme activation; P14618; purified PKM2, Kinase-Glo ATP luminescence, activation; response scale: 0% is enzyme alone, no compound; Potency, µM (top dose mostly 57.5 µM), for the others: top-dose activation, most hits filed as activators; 0.34% of 260,000 active; AID 1631; note: potency is the fitted concentration of half-maximal effect; % is set by controls: 0 for no effect and ±100 for the full control effect; nearly all actives have a fitted effect of over 55% in size
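ATP formation by purified human PK-M2, quantified via coupled luciferase luminescence after 1 h at room temperature with 0.1 mM ADP and 0.5 mM PEP final.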
Rab9 prom act – activators of Rab9 promoter. 2.8% of 320,000 active. Potency, µM (top dose mostly 9.22 µM), without a hit: at the top dose activation, negative = inhibition, hits mostly activators. AID 485297. Huh7 Rab9 promoter-luciferase reporter, luminescence, 24 h; note: potency is the fitted concentration of half-maximal effect; % of control where 0% means no effect; nearly all actives have a fitted effect of over 60% in size
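Cell-based reporter: Huh7 stable for Rab9 promoter-driven luciferase, plated in reduced-serum medium with 10% FBS at 1500 cells/well, compound-treated 24 h at 37 °C, luminescence read after 10 min reagent.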
Starred values were filed as active, the others as inactive; u = inconclusive; x = no result given; ! = a repeat was not active; [ ] = remark or other dose. Unless noted, calls come from the whole dose curve; as a rule, active = well fitted curve in the direction sought with a large enough effect; inconclusive = small, poorly fitted or top-dose-only effect, or another doubt; inactive = no such curve, though single readings can be large; an effect the other way counts as inactive or inconclusive.

SMILES	BRCA1 expr up	Gal4-VP16 FLuc	NPC1 promoter act	ELG1 genotoxic	Menin MLL FP TR	Giardia killer	RORgamma inh	FLuc modulator	p53 reactivation	PKM2 act	Rab9 prom act
O=C1CCCCN1CCc1c[nH]c2ccccc12	22%	-4%	21%	u	-11%	5	u	u	27%	0%	u
O=C(OCC(F)(F)C(F)F)c1ccccc1C(=O)Oc1ccc(F)cc1F	8%	-6%	-18%	0%	4%	7	-13%	-2%	5%	10%	0%
CCOc1c(Nc2ccc(C(C)C)cc2)c(=O)c1=O	-15%	18%	-2%	1%	x	9	33%	13µM*	9%	-1%	1%
Cc1ccccc1NC(=O)Nc1nnc(CC(=O)NCc2ccccc2)s1	-2%	u	-1%	13%	-21%	5	1%	-2%	0%	5%	-4%
COc1cccc(NC(=O)CSc2nnc(Cn3nnc4ccccc43)n2C)c1	-25%	2%	7%	6%	9%	0	27%	-8%	-2%	2%	-3%
Cc1cccc2nc(CNC(=O)CC3C(=O)NCCN3Cc3cccc(F)c3)cn12 (centres undefined)	-13%	-1%	-1%	-6%	x	-8	4%	3%	-1%	x	1%
Cc1ccc(C(C)C)cc1OCC(=O)NNC(=O)Nc1ccccc1	-24%	-7%	-8%	-4%	13%	-7	7%	1%	-4%	x	3%
COc1cc(C(=S)N2CCCC2)ccc1OCc1ccc(C)cc1	11µM*	u	u	21µM*	-6%	6	u	u	x	-4%[11.5 µM]	u
COC(=O)Cn1c(=NC(=O)c2ccc(OC)cc2)sc2cc(OC)ccc21	-27%	-8%	9%	1%	0%	-2	-16%	u	-3%	9%	-1%
O=C(c1cccs1)N(Cc1ccco1)Cc1cc2ccccc2[nH]c1=O	-10%	3%	-1%	-3%	-14%	0	5%[10 µM]	3%	3%	22µM*	-2%
COc1ccc(Cl)cc1C(=O)NNC(=O)C1CCCO1 (centres undefined)	-26%	x	9%	-3%	x	-18	x	-13%	0%	x	0%
NS(=O)(=O)c1ccc(N2C(=O)C3C4CC(C(Br)C4Br)C3C2=O)cc1 (centres undefined)	-3%	0%	-3%	3%	2%	-1	7%	-2%	-1%	-3%	-1%
NC(=O)C1CCCN(S(=O)(=O)c2ccc3ccccc3c2)C1 (centres undefined)	-6%	x	-1%	1%	-16%	-7	x	1%	x	7%	-2%
COc1ccc(CCNC(=O)CCCCCN2C(=O)[C@@H]3Cc4ccccc4CN3C2=O)cc1OC	-5%	-2%	-2%	-8%	x	-2	7%	1%	-17%	x	-2%
CC1Cc2cc(/C(O)=C3/C(=O)C(=O)N(CCCN(C)C)C3c3ccncc3)ccc2O1 (centres undefined)	-6%	24%	-2%	4%	3%	9	11%	0%	0%	-4%	-3%
COc1ccc(OC)c(NC(=O)c2ccc3c(c2)C(=O)N(c2ccc(OC(C)=O)cc2)C3=O)c1	-14%	-2%	-4%	1%	u	19	1%	0%	-1%	x	-3%
CSc1nc2nc3c(c(=O)n2[nH]1)CCCC3	11%	4%[0.365 µM]	8%	12%	10%	-1	u	-5%	1%	-3%	4%
Cc1ccc(NC(=O)C(C)OC(=O)Cc2c[nH]c3ccccc23)cc1S(=O)(=O)N1CCOCC1 (centres undefined)	8%	x	-2%	3%	x	-10	x	-2%	-1%	x	-5%
CCOc1ccc(NC(=S)N(CCc2c(C)[nH]c3ccc(C)cc23)Cc2cccnc2)cc1	-2%	-9%	-7%	-2%	11%	-7	u	2%	1%	-2%	-5%
Cc1c(NC(=O)C(C)OC(=O)c2cccc(S(=O)(=O)N3CCOCC3)c2)c(=O)n(-c2ccccc2)n1C (centres undefined)	0%	-2%	-1%	1%	x	1	8%	-1%	0%	3%	-1%
CCCCc1cc(=O)oc2cc(C)cc(OCC(=O)NCc3ccncc3)c12	-20%	-15%	0%	-2%	2%	-19	5%	-2%	-17%	-1%	-7%
CCC12CN(C(=O)c3ccc(OC)cc3)CC(CC)(CN(C(=O)c3ccc(OC)cc3)C1)C2=O	8%	-12%	-7%	-5%	-15%	-21	7%	1%	-17%	-2%	-8%
COc1ccccc1N1CCN(C(c2ccc(N(C)C)cc2)c2nnnn2CCc2ccccc2)CC1 (centres undefined)	-37%	2%	-2%	-7%	-11%	4	u	1%	9%	-16%	-3%
COc1ccc(C(=O)C[n+]2cccc3cc(OC)ccc32)cc1	-46%	-1%	-3%	-7%	-21%	4	23%	3%	0%	x	-6%
Cc1ccc(OCCNC(=O)/C=C/c2ccccc2)cc1C	-12%	-5%	-4%	0%	-4%	-10	0%	-10%	-8%	13%	-6%
C=CCn1c(SCc2cc(=O)n3ccsc3n2)nc2ccccc2c1=O	-4%	4%	-1%	0%	-6%	-8	1%	-1%	-3%	0%	-3%
COc1ccc(OC)c(/C=N/NC(=O)CCc2ccc(O)c(O)c2)c1	-36%	u	-1%	5%	-8%	2	-42%	-3%	3%	19%	7%
CN1C(=O)c2cccc3c(S(=O)(=O)NCCc4ccccc4)ccc1c23	-26%	-14%	4%	-2%	14%	-16	u	0%	-9%	28%	6%
CC1Cc2nc(SCC(=O)NCC3CCCO3)n(C)c(=O)c2S1 (centres undefined)	-18%	-6%	0%	2%	23%	1	27%	-1%	1%	-2%	8%
O=C(N1CCOCC1)N(CCN1CCOCC1)Cc1cccc2ccccc12	2%	-2%	2%	1%	0%	-6	19%	10%	-2%	5%	-3%
Cc1c(C(=O)Nc2ccccc2)sc2nc(-c3ccccc3)cn12	u	1%	u	u	0%	23	34%	u	u	5%	u
NS(=O)(=O)c1ccc(NC(=O)C2CCCN(S(=O)(=O)c3ccc(F)cc3)C2)cc1 (centres undefined)	-2%	4%	1%	-8%	57%[activator]	5	5%	0%	-1%	2%	-2%
CCc1cccc2c(C(=O)CSc3nncn3-c3ccc(OC)cc3)c[nH]c12	-5%	-4%	0%	-2%	18%	11	u	0%	-16%	4%	0%
C=CCn1c(SCC(=O)NC2CCS(=O)(=O)C2)nnc1-c1cc2c(s1)CCC(CC)C2 (centres undefined)	75%	16%	20%	10%	u	-15	u	11µM*	19%	9%	25%
CC(C)(C)C(=O)CSc1ncnc2sc3c(c12)CCC3	-3%	28%	0%	1%	-6%	-23	38%	u	-3%	1%	-19%
Cc1nn(C2CCS(=O)(=O)C2)c(Cl)c1/C=C/C(=O)OCC(=O)N(C)C (centres undefined)	-4%	5%	3%	5%	-6%	0	15%	-4%	-4%	-4%	4%
Cc1[nH]c(=S)[nH]c(=O)c1Cc1ccc(OCC(C)C)cc1	7%	5%	-5%	-1%	18%	-5	-29%	0%	0%	-1%	-16%
CC(Sc1nc2ccccc2c(=O)n1C)C(=O)Nc1ccc2c(c1)OCCO2 (centres undefined)	-17%	x	-15%	-3%	x	17	x	-19%	1%	x	-25%
COC(=O)c1cc(NC(=O)c2cccs2)ccc1N1CCOCC1	-16%	-13%	-5%	-6%	u	0	12%	-5%	-4%	2%	-2%
COc1c(-c2ccc(O)c(O)c2)oc2cc(O)cc(O)c2c1=O	-60%	11µM*!	-27%	u	1%[24.8 µM]	u	u	-7%	13%	-2%	9%
COc1ccc(-n2nnnc2SCC(=O)N2CCOCC2)cc1	32%	-7%	1%	14%	8%	11	32%	-3%	-2%	0%	14%
Fc1ccc(OCCOCCOc2cccc3[nH]ccc23)cc1	-2%	15%	-5%	-7%	u	-4	-18%	-4%	2%	-1%	-7%
C1COCCNCCOCCOCCN1	14%	-3%	1%	3%	9%	25	8%	-2%	-7%	-6%	0%
O=C(COC(=O)c1ccccc1Br)NCCc1ccc(F)cc1	14%	-10%	-3%	1%	3%	1	-1%	-13%	14%	0%	2%
O=C(O)c1ccc(N2CCCCCC2)c(N2C(=O)c3ccccc3C2=O)c1	-1%	1%	2%	-2%	-4%	u	-27%	1%	1%	-4%	-1%
Cc1cc(C)c(S(=O)(=O)Nc2ccc(OCC(=O)O)cc2)c(C)c1	0%	2%	2%	4%	-8%	16	5%	-3%	-1%	-15%	9%

An excerpt from above in order of their number in p53 reactivation, falling:
| Molecule | p53 reactivation |
| --- | --- |
| O=C1CCCCN1CCc1c[nH]c2ccccc12 | 27% |
| O=C(OCC(F)(F)C(F)F)c1ccccc1C(=O)Oc1ccc(F)cc1F | 5% |
| C=CCn1c(SCc2cc(=O)n3ccsc3n2)nc2ccccc2c1=O | -3% |

A portion of the library (hit frequency here may not be typical).
